# POLK inh = inhibitors of human DNA polymerase kappa. purified Pol kappa, fluorescent DNA synthesis assay, 10 min. Q9UBT6. 0.53% of 400,000 active. Potency, µM (titrated, usually from 107 µM), for inactives: at the highest dose activity, negative = inhibition, most hits filed as inhibitors. AID 588579; further: potency means the concentration at half of the fitted maximal effect; on the % scale 0 is the no-effect control and ±100 the full control effect
#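 Enzyme at 10 nM met test compounds for 15 min at room temperature. Substrate addition (50 nM final) began the reaction, which was monitored by fluorescence at 0 and 10 min.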
# Anesthetic bind = binds horse apoferritin like a general anesthetic. AID 485281. apoferritin/1-aminoanthracene competitive binding, fluorescence. P02791. Potency, µM (doses to about 77.5 µM), without a hit: at the top dose activity change, negative = displacement, actives largely listed as inhibitors. 0.074% of 350,000 active; further: potency means the concentration at half of the fitted maximal effect; on the % scale 0 is the no-effect control and ±100 the full control effect; nearly all actives have a fitted effect of over 20% in size
# Target sequence (P02791 2-175 limits assumed): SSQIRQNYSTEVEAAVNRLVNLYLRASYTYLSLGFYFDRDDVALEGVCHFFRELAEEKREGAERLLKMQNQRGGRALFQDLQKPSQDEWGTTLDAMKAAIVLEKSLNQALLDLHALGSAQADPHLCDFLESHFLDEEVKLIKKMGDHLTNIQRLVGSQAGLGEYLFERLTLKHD
#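 Horse-spleen apoferritin (10 uM) in 50% saturated 1-aminoanthracene in PBS was incubated 10 min at room temperature with compound. Fluorescence (ex 380, em 535 nm) was normalized to free and bound 1-AMA, with concentration-response fitted by a four-parameter Hill equation.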
# ERG-DNA inh = blocks human ERG Ets domain binding to DNA; Potency, µM (highest dose often 76.9 µM), for inactives: at the highest dose FP activity, negative = inhibition, hits mostly inhibitors; P11308; 0.028% of 370,000 active; fluorescence polarization, His-ERG Ets domain / labelled DNA; active means well fitted inhibition curve with a large enough effect in the polarisation, with a control signal flat; inconclusive means small, poorly fitted or top-dose-only effect, or effect the other way, or a change in a side signal; inactive means no such curve, though single readings can be large or run the other way; the % refers to the polarisation;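 further: polarization taken with two DNA probes labelled with fluorescein and Texas red; potency means the concentration at half of the fitted maximal effect; % of control where 0% means no effect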
#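 His-tagged ERG Ets domain (1 uM in the protein solution; 300mM KCl, 50mM Tris-HCl, 1mM EDTA, 1mM DTT, pH 7.5) received compound, then a probe mix of 5 nM fluorescein-DNA and 100nM Texas-615-DNA. Fluorescence polarization was read for both dyes.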
# POLI inh = DNA polymerase iota (human) inhibition | Q9UNA4 | Pol iota fluorescent replication assay, 10 min | Potency, µM (top dose mostly 115 µM), for the others: top-dose activity, negative = inhibition, actives largely listed as inhibitors | 1% of 390,000 active | AID 588590; further: potency means the concentration at half of the fitted maximal effect
#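 Pol iota at 10 nM preincubated 15 min with compounds at room temperature; reaction started with fluorescent substrate, 50 nM final. Fluorescence read kinetically at 0 and 10 min; buffer-only wells as negative control.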
# APEX1 inh = APE1 (human) endonuclease inhibition | P27695 | recombinant APE1, TAMRA/BHQ-2 abasic DNA cleavage fluorescence | Potency, µM (highest dose often 65.8 µM), for the others: at the top dose activity change, negative = inhibition, actives largely listed as inhibitors | 0.35% of 350,000 active | AID 2517;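 further: potency means the concentration at half of the fitted maximal effect; plate controls were vehicle for no effect and reference inhibitor for full effect; nearly all actives have a fitted effect of over 55% in size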
#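 0.75 nM APE1 + cpd, 15 min RT; start w/ 50 nM TAMRA/BHQ-2 THF-abasic dsDNA; kinetic fluor 525/598 nm ×3 reads @60 s; Δ(read3−read1); normalized to DMSO and NSC13755 control wells.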
# 12-LOX inh = inhibitors of human 12S-lipoxygenase ALOX12; purified 12hLO, xylenol orange hydroperoxide absorbance; Potency, µM (titrated, usually from 108 µM), without a hit: at the highest dose activity change, negative = inhibition, usual class: inhibitors; P18054; AID 1671190; 1.1% of 580,000 active; further: potency means the concentration at half of the fitted maximal effect; on the % scale 0 is the no-effect control and ±100 the full control effect
# Target sequence (P18054 whole entry, looked up): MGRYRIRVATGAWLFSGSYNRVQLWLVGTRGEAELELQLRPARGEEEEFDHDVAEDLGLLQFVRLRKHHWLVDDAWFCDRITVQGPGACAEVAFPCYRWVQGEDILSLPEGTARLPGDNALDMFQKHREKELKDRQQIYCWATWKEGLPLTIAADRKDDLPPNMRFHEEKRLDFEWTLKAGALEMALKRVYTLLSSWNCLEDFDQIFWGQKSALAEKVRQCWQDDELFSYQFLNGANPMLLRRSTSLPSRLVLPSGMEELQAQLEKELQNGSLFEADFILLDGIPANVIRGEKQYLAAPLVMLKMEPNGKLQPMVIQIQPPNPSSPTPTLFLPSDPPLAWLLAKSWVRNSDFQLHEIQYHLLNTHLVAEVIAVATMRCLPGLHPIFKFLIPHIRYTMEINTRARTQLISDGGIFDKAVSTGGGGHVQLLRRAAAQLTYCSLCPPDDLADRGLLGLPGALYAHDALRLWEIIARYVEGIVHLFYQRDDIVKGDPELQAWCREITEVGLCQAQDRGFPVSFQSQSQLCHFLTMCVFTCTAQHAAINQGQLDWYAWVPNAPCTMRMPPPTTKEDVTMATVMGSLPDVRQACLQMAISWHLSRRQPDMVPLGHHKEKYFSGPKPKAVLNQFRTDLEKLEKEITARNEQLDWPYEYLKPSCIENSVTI
#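 Purified human 12hLO at 150 nM in 25 mM Hepes, 0.01% Triton X-100, pH 7.0, preincubated 15 min at room temperature with compound. Reaction started with 40 uM arachidonic acid, 30 min at room temperature. Hydroperoxide measured by Fe-xylenol orange, 573/405 nm absorbance ratio.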
# TRHR agonist = TRH receptor (human) agonism; P34981; TRHR cells, calcium flux fluo-8, FDSS agonist mode; activation, % at 2 µM; 0.18% of 360,000 active; AID 493084; in the data active means activation above about 30%; further: 0% is about no effect
#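 Fluo-8-loaded TRHR cells; 10 s baseline, compound added, kinetic Ca2+ fluorescence read 1/s, agonist mode.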
# Pol beta inh = inhibitors of human DNA polymerase beta. Potency, µM (highest dose often 114 µM), for the others: top-dose activity change, negative = inhibition, usual class: inhibitors. 1.3% of 340,000 active. Pol beta primer extension/strand displacement, fluorescence kinetic. P06746; further: potency means the concentration at half of the fitted maximal effect; on the % scale 0 is the no-effect control and ±100 the full control effect
#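 Preincubation: enzyme (10 nM) with compound, 15 min, RT. Reaction: substrate added to 50 nM final. Reads: 0 and 10 min. Analysis: normalized, Hill fit.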
# BLM helicase inh = Bloom syndrome helicase (human) inhibition; 0.2% of 350,000 active; Potency, µM (series often up to 56.1 µM), inactives show at the highest dose activity change, negative = inhibition, usual class: inhibitors; recombinant BLM DNA unwinding, fluorescence dequenching; AID 2528; P54132;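 further: potency means the concentration at half of the fitted maximal effect; plate controls were vehicle for no effect and no enzyme for full effect; nearly all actives have a fitted effect of over 35% in size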
# * hit, by the source's call; ? = inconclusive; nt = no result given; & = joins results of further samples; ! = not active in a repeat; [ ] = another dose, or the depositor's remark. Unless noted, the call rests on the fitted dose curve; in most records, active means well fitted curve in the direction sought with a large enough effect; inconclusive means small, poorly fitted or top-dose-only effect, or another doubt; inactive means no such curve, though single readings can be large; an effect the other way counts as inactive or inconclusive. Not all compounds are listed, so the mix of outcomes need not match the whole.
# Order of results: POLK inh | Anesthetic bind | ERG-DNA inh | POLI inh | APEX1 inh | 12-LOX inh | TRHR agonist | Pol beta inh | BLM helicase inh
- C/C=C/C=C/C(=O)N1CC[C@]23c4ccccc4N[C@H]4N(C)c5cccc6c5[C@]42CCN([C@H]6C2OC2(C)C)[C@H]13 (some centres undefined)
  -22% | -15% | 2% | -8% | -9% | -14% | -0.8 | 5% | -10%
- CCOc1ccc(OCC(=O)Nc2ccc(S(=O)(=O)Nc3cc(C)on3)cc2)cc1
  -11% | -3% | 7% | ? | nt | -14% | -0.5 | ? | -7%
- O=C(NCCNCCO)C1(C(F)(F)F)CC(CCc2ccccc2)CCCO1 (centres undefined)
  -5% | -18% | nt | 20% | ? | nt | nt | nt | -2%
- CCC(=O)Nc1ccc2nc(SCCOc3ccccc3)sc2c1
  -6% | 2% | 3% | ? | nt | -14% | 1.0 | -19% | -2%
- O=C(CN(Cc1cccs1)C(=O)CNS(=O)(=O)c1ccc(F)cc1)NCc1ccco1
  -4% | -17% | -8% | 13% | 0% | 22% | -0.3 | 15% | 0%
- COc1ccc(OCC(=O)NC(Cc2c[nH]c3ccccc23)C(=O)O)cc1 (centres undefined)
  0% | 0% | 2% | 18% | nt | ? | -0.5 | 81% | -1%
- CCCCNC(=O)CSc1nc2ccsc2c(=O)n1C1CCN(C(=O)OCC)CC1
  -10% | -12% | 3% | -1% | 0% | 13% | -0.7 | 24% | -1%
- CC(NC(=S)NCCc1ccccc1)C(c1cccs1)N1CCN(Cc2ccccc2)CC1 (centres undefined)
  -1% | 90%[activator] | 12% | -17% | 7% | ? | -1.6 | -2% | -9%
- O=C(c1ccc([N+](=O)[O-])cc1)N1CCSC1c1ccccc1 (centres undefined)
  -2% | 6% | -17% | 12% | -5% | -17% | 0.0 | 6% | 5%
- O=C(/C(=C/O)N=Nc1ccccc1)c1ccncc1
  -5% | ? | -12% | -11% | 3% | ? | -0.6 | 5% | -3%
- CCOC(=O)Cc1csc(NC(=O)/C=C/c2ccc(OC)cc2)n1
  -1% | ? | 8% | 8% | -2% | -15% | -0.3 | -30% | -4%
- Cn1c(-c2ccsc2)c(-c2cccs2)c2cc(-c3ccc4cc[nH]c4c3)ccc21
  24% | nt | -1% | 18% | 0% | -9% | 0.1 | nt | nt
- CCOC(=O)N1CCN(C(=O)c2ccc3nc(N4CCCCC4)sc3c2)CC1
  -16% | -12% | -5% | ? | -3% | 15% | -0.8 | 10% | 0%
- Oc1ccccc1-c1nc(/C=C/c2ccccc2)nn1-c1ccccc1
  -9%&-9% | -11%&11% | 0%&-13% | -28%&0% | 6% | -6%&6% | 0.9&-0.6 | 7%&6% | -8%&-5%
- O=C(O)c1nn(CC(=O)N(C2CCCCC2)C2CCCCC2)c(=O)c2ccccc12
  -13% | -10% | -8% | ? | ? | 5% | -0.7 | 28% | -1%
- COc1ccccc1C(=O)NCCC(=O)N1CCN(C(C)=O)CC1
  -5% | nt | 11% | 14% | 16% | -9% | 0.3 | nt | nt
- O=C(Nc1ccc(C(=O)N2CCN(c3ccc(Cl)cc3)CC2)cc1)C1=CSCCO1
  1% | 4% | 3% | -13% | -6% | -1% | 0.3 | 31% | -9%
- Cc1ccc(Cl)cc1N1CCN(C(=O)CCC(=O)Nc2ccc3nc(N4CCC(C)CC4)cc(C)c3c2)CC1
  10% | -4% | -2% | -11% | nt | 0% | 0.9 | 10% | -11%
- Cc1ccc(-c2nc3ccccc3c(=O)n2NC(=S)N(C)C)cc1
  -13% | -6% | 1% | -1% | 1% | -30% | 1.2 | 18% | -2%
- COc1ccc(CNC(=O)COC(=O)CN2C(=O)COc3ccccc32)cc1
  -10% | nt | 0% | 26% | 10% | -29% | -0.4 | nt | nt
- Nc1ccc2c(c1)C(O)c1ccc(Cl)cc1-2 (centres undefined)
  -11% | nt | -2% | 68%[activator] | nt | ? | nt | nt | nt
- CCOc1ccc(-c2nnc(SCC(=O)NCc3ccc(C)cc3)nc2-c2ccc(OCC)c(OC)c2)cc1OC
  -3%[60.1 µM] | 4% | -1% | 12% | nt | -23% | -0.4 | 6% | 1%
- CCOc1cc2c3c(c1)C1(C(=O)N3C(C)(C)CC2C)C(C#N)=C(N)N2C(=C1C#N)Nc1ccccc12 (centres undefined)
  -8% | -20% | 7% | 13% | -2% | -21% | 0.1 | 24% | -19%
- CCN1C(=O)[C@H]2[C@@H](c3ccc(-c4ccc(Cl)c(Cl)c4)c(OC)c3)N[C@@](C)(C(=O)OC)[C@H]2C1=O
  3% | nt | -17% | ? | 23% | ? | 0.7 | nt | nt
- CCOC(=O)C1CCN(C(=O)CSc2ccc(Cl)cc2)CC1
  -13% | 1% | 3% | -1% | 2% | 0% | 0.0 | -20% | 3%
- S=C(NCCc1ccc(Cl)cc1)NC1CCCC1
  -12% | -2% | -3% | 19% | 0% | ? | -0.3 | 0% | -6%
- Cc1ccc(CSc2nc3c([nH]c4ccccc43)c(=O)n2C)cc1
  -4%[60.1 µM] | -9% | 0% | 20% | nt | -19% | 0.5 | 24% | 3%
- CC(=O)N1CCc2cc3nc(C)cc(C)c3cc21
  1% | -9% | 11% | 14% | -2% | ? | -0.2 | 1% | -7%
- O=C(Nc1ccc(S(=O)(=O)Nc2nccs2)cc1)c1cccc(S(=O)(=O)N2CCOCC2)c1
  4% | -4% | 1% | 42%[activator] | -7% | 1% | 1.4 | -3% | 1%
- Cc1onc(-c2c(F)cccc2Cl)c1-c1nnc(-c2cccc3ccccc23)o1
  -5% | 7% | 4% | 45%[activator] | 1% | 132%[activator] | 0.0 | 0% | -10%

# The list continues.
mol | POLK inh | Anesthetic bind | ERG-DNA inh | POLI inh | APEX1 inh | 12-LOX inh | TRHR agonist | Pol beta inh | BLM helicase inh
CC12CN(C(=O)c3ccc(Cl)cc3)C3(C#N)CC1CCC23C (centres undefined) | -17% | ? | 0% | 23% | 0% | -24% | -1.0 | 0% | -3%
CCOC(=O)Cn1c(CN2CCOCC2)nc2c1c(=O)n(C)c(=O)n2C | 7% | 39%[activator] | 1% | 20% | -7% | 14% | -2.0 | -3% | 1%
CC1(C)CC(=O)c2cc(C(=O)Nc3ccc(Br)cc3)c(=O)[nH]c2C1 | 0% | 36%[activator] | 15% | 4% | nt | -2% | 1.9 | -18% | -6%
CC(OC(=O)C1CCN(S(=O)(=O)c2ccc(C(C)(C)C)cc2)CC1)C(=O)N1CCOCC1 (centres undefined) | -9% | nt | nt | 5% | 16% | 45µM*! | 0.0 | nt | nt
CC1=NN(C(=S)Nc2ccccc2)C(C)(C)C1 | 6% | -12% | 5% | 49%[activator] | 21% | 11% | -1.3 | 3% | 0%
O=C(NC1CCC(O)CC1)c1cc(Cl)c2c(c1)OCCO2 (centres undefined) | -5% | nt | -17% | 38%[activator] | 20% | -8% | nt | nt | nt
Cc1ncccc1C(=O)N1CCCC(CCC(=O)N2CCN(c3ccccn3)CC2)C1 (centres undefined) | -6% | 3% | -11% | 48%[activator] | 54% | 2% | -0.1 | 0% | 1%
O=C(CN1C(=O)CSc2ccc(S(=O)(=O)N3CCOCC3)cc21)N1CCCCC1 | -10% | -5% | -1% | 59%[activator] | 3% | 2% | 0.1 | 4% | 0%
Cc1ccc(NC(=O)C2CC(=O)N(Cc3ccccc3)C2)nc1 (centres undefined) | -4% | nt | nt | -26% | 4% | -5% | 0.0 | nt | nt
O=C1CC(c2ccc(S(=O)(=O)NCc3ccccc3)cc2)CN1 (centres undefined) | -3% | -5% | -2% | 7% | -1% | 11%[57.4 µM] | -0.2 | 4% | 0%
CCCCn1nnnc1NCc1cccs1 | -5% | -10% | -10% | -11%[58.9 µM] | -3% | 2% | -0.1 | -12% | -5%
CCOC(=O)C1CCCCN1Cc1ccc(F)cc1 (centres undefined) | -1% | -8% | -5% | 21% | 13% | ? | 0.1 | -12% | -5%
Cc1ccc(/C=N/Nc2nc(C(C)(C)C)cs2)o1 | -2% | ? | -3% | -16% | -6% | -23% | 0.4 | -4% | -12%
CC(C(=O)NCc1ccc(Cl)cc1)n1cccc1C(=O)c1ccccc1 (centres undefined) | -29% | -11% | 0% | -19% | -18% | -26% | -0.8 | 10% | -3%
Cc1cc(C)cc(NC(=S)N2CCN(c3ncc(C(F)(F)F)cc3Cl)CC2)c1 | 0% | -10% | -6% | -8% | -4% | 393%[activator] | 0.2 | -26% | -1%
O=C(COC(=O)CNS(=O)(=O)c1ccccc1)Nc1ccc(Cl)cn1 | -3% | ? | 1% | 3% | -3% | 9% | 0.2 | 4% | -2%
COc1ccc(C)cc1NC(=O)NCc1ccc2c(c1)CCN2C(=O)c1ccccc1 | -7%[60.1 µM] | -1% | 5% | -8% | nt | -14% | -0.5 | 25% | -5%

# From PubChem
